Screening data from PubChem BioAssay.
EP2 mod = EP2 receptor (human) modulation | P43116 | EP2-expressing cells, cAMP HTRF FRET, PGE2 co-stimulation | induction, % at 25 µM | 0.83% of 260,000 active;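 active = compounds whose cAMP rise, as percent of the full-agonist control response, exceeds 60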;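 note: rat C6 glioma line stably carrying human EP2 under a CMV promoter; the protocol text gives 20 µM as final concentration; 100% = response of wells given 1 µM PGE2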
Target sequence (P43116 whole entry, looked up): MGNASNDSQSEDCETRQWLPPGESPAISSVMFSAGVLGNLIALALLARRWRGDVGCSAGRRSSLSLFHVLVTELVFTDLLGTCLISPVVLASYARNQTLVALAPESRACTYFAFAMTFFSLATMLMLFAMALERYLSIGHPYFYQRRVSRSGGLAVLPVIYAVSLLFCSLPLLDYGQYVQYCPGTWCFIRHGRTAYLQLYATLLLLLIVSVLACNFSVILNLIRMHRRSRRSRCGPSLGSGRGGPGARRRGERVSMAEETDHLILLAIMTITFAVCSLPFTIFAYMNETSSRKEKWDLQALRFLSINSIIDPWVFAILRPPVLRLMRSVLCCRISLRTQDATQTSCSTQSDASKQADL
* = called active by the depositor. These rows are one share of the data (hit frequency here may not be typical).

SMILES	EP2 mod
CN(C)c1ccc(C(=O)N2CCCC2c2nc3ccccc3[nH]2)cc1 (centres undefined)	-8
CC1CCc2c(sc3ncn4c(=O)n(CC(=O)N5CCCCCC5)nc4c23)C1 (centres undefined)	10
Cn1ccnc1C1(O)COC2(CCN(C(=O)c3cccs3)CC2)C1 (centres undefined)	-48
CN(C)c1nc2ccccc2cc1CN1CCc2c(nc(N3CCCC3)[nH]c2=O)C1	3
COCCNc1c(-c2ccc(F)cc2)nc2cnccn12	-51
CC(C)n1cc(C(=O)N2CCC(c3ccnc4ncnn34)CC2)cn1	19
Cc1cc(C(F)(F)F)nc2nc(NC(=O)C3CCC3)ccc12	-22
O=C(c1ccccc1F)N1CCC(n2nc(-c3cccs3)ccc2=O)CC1	8
COCCNC(=O)Cn1nc2c(C)cc3ccccc3n2c1=O	-6
CC(C)(C)C1=NN(CCC(=O)O)C(=O)c2cc3ccccc3n2C1	-7
O=C(Cn1nc2n(Cc3ccc(F)cc3)c3ccccc3n2c1=O)NC1CC1	-6
COc1ccc([C@@H]2CN(C(=O)c3n[nH]c4c3CCCC4)C[C@H]2C(=O)O)cc1	-8

Quoted from the listing.
EP2 mod, COCCNc1c(-c2ccc(F)cc2)nc2cnccn12 = -51
EP2 mod, Cn1ccnc1C1(O)COC2(CCN(C(=O)c3cccs3)CC2)C1 (centres undefined) = -48
EP2 mod, O=C(Cn1nc2n(Cc3ccc(F)cc3)c3ccccc3n2c1=O)NC1CC1 = -6
EP2 mod, O=C(c1ccccc1F)N1CCC(n2nc(-c3cccs3)ccc2=O)CC1 = 8
EP2 mod, CC(C)n1cc(C(=O)N2CCC(c3ccnc4ncnn34)CC2)cn1 = 19
EP2 mod, CC1CCc2c(sc3ncn4c(=O)n(CC(=O)N5CCCCCC5)nc4c23)C1 (centres undefined) = 10
EP2 mod, CN(C)c1nc2ccccc2cc1CN1CCc2c(nc(N3CCCC3)[nH]c2=O)C1 = 3

Gathered by group, those above with a thiophene ring, fused or not
SMILES	EP2 mod
CC1CCc2c(sc3ncn4c(=O)n(CC(=O)N5CCCCCC5)nc4c23)C1 (centres undefined)	10
Cn1ccnc1C1(O)COC2(CCN(C(=O)c3cccs3)CC2)C1 (centres undefined)	-48
O=C(c1ccccc1F)N1CCC(n2nc(-c3cccs3)ccc2=O)CC1	8

Going on with the list.
SMILES	EP2 mod
O=C(CN1CCC(O)(c2cccnc2)CC1)NCC1CC1	-9
CCc1nn(CC(=O)N(Cc2ccccn2)C2CC2)c(=O)c2cc3ccsc3n12	-5
COc1ccc(C2=NN(CCN(C)C)C(=O)c3cc4ccccc4n3C2)cc1	-47
Cn1c(N2CCCC(C(=O)NC3CCCC3)C2)nc2ccccc21 (centres undefined)	-27
O=C(c1ccncc1)N1CCC(n2nnc3cccnc32)CC1	-49
CS(=O)(=O)c1cnc2ncnn2c1C1CCN(C(=O)c2ccco2)CC1	-35
O=C(c1nccs1)C1CCN(C(=O)c2ccc3c(c2)OCCO3)CC1	-39
O=C(Cn1nc(-c2cccc(F)c2)n(-c2ccncc2)c1=O)NC1CC1	26
CC[C@H](Cn1nc(-c2ccc(F)c(F)c2)ccc1=O)NC(=O)CCn1cccn1	11
Cc1cc2c(s1)c1cnn(CC(=O)NC3CCCC3)c(=O)c1n2C	5
Cn1ccnc1C1(O)CC2CCC(C1)N2S(=O)(=O)c1ccc(F)cc1 (centres undefined)	-88
O=C(Cn1nc(-c2cccs2)n(-c2cccnc2)c1=O)NCC1CC1	-39

Part of the list above, reformatted.
O=C(c1ccncc1)N1CCC(n2nnc3cccnc32)CC1
  EP2 mod = -49

CS(=O)(=O)c1cnc2ncnn2c1C1CCN(C(=O)c2ccco2)CC1
  EP2 mod = -35

O=C(c1nccs1)C1CCN(C(=O)c2ccc3c(c2)OCCO3)CC1
  EP2 mod = -39

O=C(Cn1nc(-c2cccc(F)c2)n(-c2ccncc2)c1=O)NC1CC1
  EP2 mod = 26

Additional entries follow.
SMILES	EP2 mod
O=C(c1cccs1)N1CCCC(n2nc(-c3cccs3)ccc2=O)C1 (centres undefined)	-22
CCCNC(=O)CN1CCC2(CC1)NC(=O)c1ccccc1O2	-80
COc1cccc(CN2CCN(Cc3cnc(N(C)C)nc3)[C@@H](C)C2)c1	-2
CC1CN(C)CCC1CCc1ccc(NC(=O)Cc2n[nH]c(=O)c3ccccc23)cc1 (centres undefined)	-11
O=C1NC2(CCN(C(=O)CCCn3cnc4ccccc4c3=O)CC2)Oc2ccccc21	-8
COCCNc1c(-c2ccc(O)c(O)c2)nc2cnccn12	-19
Cc1ccc(CNc2c(-c3cnn(C)c3C)nc3cnccn23)cc1	-30
CN1[C@H](C(=O)N2CCCc3ccccc32)C[C@H](c2cccs2)NS1(=O)=O	-42
COc1ccc(-c2ccc(=O)n(CC3CCN(C(=O)c4cccs4)CC3)n2)cc1OC	22
CCc1nn(CC(=O)NC(C)(C)C)c(=O)c2cc3ccsc3n12	11
CCc1nn(CC(=O)NCCCn2ccc(C)n2)c(=O)c2cc3sccc3n12	-2
C=CCNC(=O)CN1CCC(c2ccc(OC)cc2)CC1	-38
CC[C@H](Cn1ncc2ccccc2c1=O)NC(=O)C1(c2cccc(F)c2)CCCC1	0
CCn1c(=O)n(CC(=O)N(C(C)C)C(C)C)c2cccnc21	-28
CC(C)[C@H]1CN(Cc2ccco2)CCN1C(=O)Cn1ncc2ccccc2c1=O	-7
C[C@@H]1CN(C(=O)c2[nH]ncc2Br)[C@H](C)CN1Cc1ccco1	-29
O=C(CCn1ncc2ccccc21)N1CCC(c2ccnc3nc(C(F)(F)F)nn23)CC1	-26
Cc1nn(CC(=O)N(Cc2cccnc2)C2CC2)c(=O)c2cc3occc3n12	-13
O=C(c1nc2ccccc2s1)C1CCN(C(=O)CCn2cnnn2)CC1	-20
CC(=O)N1CCN(c2c3c(nc4c(-c5ccc(F)cc5)c(C)nn24)CCC3)CC1	-7
COc1ccc(OC)c2[nH]c(C(=O)N3CCC(C(=O)c4nc5ccccc5s4)CC3)cc12	-95
Nc1ccc(N)c(C(=O)O)c1	12
CCc1[nH]n2c(=O)c3c(nc2c1-c1ccccc1)CCC3	13
Cc1cc(C(F)(F)F)c2c(NCC3=Cc4ccccc4OC3)n[nH]c2n1	-64
C=CCn1c(N2CCC(C(=O)NCCc3cccc(F)c3)CC2)nc2ccccc21	-51
COc1ccc(C2(C(=O)NC3(c4ccc5c(c4)OCO5)CCCC3)CC2)cc1	48
O=C(CN1CCCC1c1nc(-c2ccncc2)n[nH]1)N1CCCC1 (centres undefined)	4
O=c1[nH]c(N2CCCC2)nc2c1CCN(Cc1c(O)ccc3ccccc13)C2	-48
O=C(c1c(F)cccc1F)N1CCC2(CC1)Nc1ccccc1-n1cccc12	-89
COc1ccc(C2CCN(Cc3ccncc3)CC2)cc1	-35
Cc1cc2nc(C3CCCN3C(=O)c3n[nH]c4c3CCCC4)[nH]c2cc1C (centres undefined)	12
Cc1sc2nc(C(C)C)n3c(=O)n(CC(=O)NC(C)(C)C)nc3c2c1C	-47
Cc1nn(C)c(C)c1NC(=O)CN1CCC(O)(c2ccccc2F)CC1	-9
COc1cccc(CN2CCN(CC(=O)N3CCc4ccccc43)[C@@H](C)C2)c1	-6
O=C(CN1CCC(c2ccncc2)CC1)N1CCN(c2ccccc2F)CC1	-21
Cc1nc2c(-c3ccccc3)c(C)nn2c(NCCCN2CCOCC2)c1C	-59
COc1ccc(CC(=O)N2CCCC(c3nc(C)ncc3-c3ccncc3)C2)cc1 (centres undefined)	-3
CCN1c2ncccc2C(=O)NC12CCN(C(=O)CN1CCCC1)CC2	-12
COc1ccc(CN2Cc3cc4ccc(OC)cc4nc3OC(C)C2=O)cc1 (centres undefined)	-59
Cc1cc(-c2cncnc2C2CCCN(CC(=O)NCc3ccc4c(c3)OCO4)C2)on1 (centres undefined)	-25
O=C(c1ccc(F)cc1F)N1CCC(O)(c2ccccn2)CC1	-22
O=C(NC1CC1)[C@@H]1C=CCN1C(=O)Nc1ccccc1C(F)(F)F	8
CCn1c(=O)[nH]c2c(C(N)=O)nc(-c3ccccc3OC)nc21	11
CCc1nn(CC(=O)NCc2ccco2)c(=O)c2cc3ccsc3n12	-31
O=C1CC2(CCN(C(=O)c3cc(F)cc(F)c3)CC2)Oc2ccccc21	1
O=C(Cc1ccc2c(c1)OCO2)N1CCC(n2nc(-c3cccs3)ccc2=O)CC1	-33
CC1CCN(C(=O)CN2CCC(c3ccc4c(c3)OCO4)CC2)CC1	-29
CCn1c(N2CCC(C(=O)Nc3ccc(F)cc3F)CC2)nc2ccccc21	-21
O=C(Cn1nc2c3ccccc3nc(C3CC3)n2c1=O)N1CCCCC1	1
Cc1nn(CC(=O)N2CCN(c3ccccc3F)CC2)c(=O)c2cc3sccc3n12	-54
COc1ccc(Cn2nnnc2CN2CCCC(c3[nH]ncc3-c3ccncc3)C2)cc1 (centres undefined)	5
Cc1cc(C)c2c(n1)nn1c(NCc3ccc4c(c3)OCO4)cc(C)nc21	11
CC(C)[C@@H](Cn1nc(-c2cccs2)ccc1=O)NC(=O)c1cc2ccccc2oc1=O	-1
Cc1nn(CC(=O)Nc2ccccc2-c2ccccc2)c(=O)c2cc3sccc3n12	12
CS(=O)(=O)c1cncnc1C1CCCN(C(=O)N2CCOCC2)C1 (centres undefined)	36
Cc1c(-c2nc(C(N)=O)c3[nH]c(=O)n(-c4ccccc4)c3n2)cnn1C	-8
CCN(CC)C(=O)Cn1nc(-c2ccco2)n(-c2cccc(C)n2)c1=O	-7
CCc1nn(CC(=O)N2CCCCCC2)c(=O)c2cc3ccsc3n12	-64
O=C(c1nc2ccccc2s1)C1CCN(C(=O)c2cccs2)CC1	-92
CC[C@H](Cn1ncc2ccccc2c1=O)NC(=O)c1ccc2c(c1)OCCO2	-45
Following part
SMILES	EP2 mod
Cc1ccc2c(c1)cc(C)c1nn(CC(=O)N3CCOCC3)c(=O)n12	-26
O=C(c1ccc2c(c1)OCO2)N1CCC(Cn2nc(-c3ccccc3)ccc2=O)CC1	-13
CCOC(=O)C(C)n1nc(C)n2c(cc3sc(C)cc32)c1=O (centres undefined)	-3
O=C(NC1(c2ccc3c(c2)OCO3)CCCC1)c1ccc(OC2CSC2)cc1	-35
CCN1CCN(C(=O)[C@H]2C[C@@H](c3cccs3)NS(=O)(=O)N2C)CC1	-18
O=C1NC2(CCN(C(=O)C(c3ccccc3)N3CCCC3)CC2)Oc2ccccc21 (centres undefined)	-38
COc1ccc(C2NC(=O)NC3=C2C(=O)N(Cc2ccccc2Cl)C3)cc1 (centres undefined)	-39
CC1CCCCC1NC(=O)Cn1c2ccccc2n2c(=O)n(Cc3cccnc3)nc12 (centres undefined)	1
COc1cccc(CN2CCN(CC(=O)N3CCOCC3)[C@@H](C)C2)c1	3
COc1ccc(CN2CCc3c(nc(N4CCCCC4)[nH]c3=O)C2)cc1Cn1cccn1	-25
CCc1nn(CC(=O)N2CC(C)CC(C)C2)c(=O)c2cc3sc(C)cc3n12 (centres undefined)	-16
O=C(Cn1c(=O)n(Cc2ccco2)c2ncccc21)NC1CCCCC1	12
COc1ccc(OC)c([C@@H]2C[C@H](C(=O)NCc3ccco3)N(C)S(=O)(=O)N2)c1	17
COc1ccc(-c2ccc(=O)n(CC3CCN(C(=O)c4cccc(OC)c4)CC3)n2)cc1	-21
COc1ccc(CN2CCc3nc(C)[nH]c(=O)c3C2)cc1	-5
CC1CCc2onc(C(=O)N3CCC4(CC3)CC(O)(c3nccn3C)CO4)c2C1 (centres undefined)	-7
COCCNc1c(-c2cc(Br)cs2)nc2cnccn12	-43
COc1ccc(S(=O)(=O)N2C3CCC2CC(O)(c2ccccn2)C3)cc1 (centres undefined)	-21
COc1cc(CC(=O)N2CCc3c(nc(N4CCCC4)[nH]c3=O)C2)ccc1O	0
O=C(CCc1ccccc1)N1CCC(n2nc(-c3ccco3)ccc2=O)CC1	-42
COc1ccc([C@@H]2CN(C(=O)Cc3ccccc3OC)C[C@H]2C(=O)O)cc1	15
COc1ccccc1CC(=O)N1CCC(n2nc(-c3ccco3)ccc2=O)CC1	-21
Cc1oc(C2CC2)cc1C(=O)N1CCC(c2ccnc3nc(C(F)(F)F)nn23)CC1	-23
COc1ccc2cc(C)c3nn(CC(=O)Nc4cccc(C)n4)c(=O)n3c2c1	-21
COc1ccc([C@@H]2CN(C(=O)Cc3cccc(OC)c3)C[C@H]2C(=O)O)cc1	13
Cn1ccnc1C1(O)CC2CCC(C1)N2C(=O)c1cccc(F)c1 (centres undefined)	10
Cc1ncc(-c2ccncc2)c(C2CCN(C(=O)c3cccc4ncccc34)CC2)n1	-26
Cc1nc2sc3c(c2c2nn(CC(=O)NC4CCCC4)c(=O)n12)CCC(C)C3 (centres undefined)	-42
COc1ccc2nc3c(cc2c1)CN(CC1CCCO1)C(=O)CO3 (centres undefined)	-11
O=C(Cn1nc2c3ccccc3ncn2c1=O)N1CCOCC1	-2
COc1ccc(-c2ocnc2C(=O)NCCc2ccccc2F)cc1	-30
Cn1ccnc1C1(O)CCN(CC(=O)Nc2ccccc2N2CCCCC2)CC1	-22
COc1cccc(CNC(=O)Cn2nc(C)n3c(cc4sc(C)cc43)c2=O)c1	27
Oc1ccc(-c2nc3cnccn3c2NCc2ccco2)cc1O	-45
CC[C@H](Cn1nnc2ccccc2c1=O)NC(=O)C1(c2ccccc2)CCCC1	22
Cc1cc(-c2cncnc2C2CCN(C(=O)Cc3cccs3)CC2)on1	1
COc1cccc(CN2CCc3c(nc(N4CCCCC4)[nH]c3=O)C2)c1	17
O=C(c1nc2ccccc2s1)C1CCN(C(=O)c2cscn2)CC1	-100
COc1ccccc1CC(=O)N1CCC(n2nc(-c3cccs3)ccc2=O)CC1	-15
CC[C@H](Cn1nnc2ccccc2c1=O)NC(=O)C1CCC1	-22
C=CCn1c2cc(C)sc2c2cnn(CC(=O)OC)c(=O)c21	-3
Cc1nn2c(NCCCO)c3c(nc2c1-c1ccccc1)CCCC3	-22
COCCNC(=O)Cn1nc2c(C)cc3cc(OC)ccc3n2c1=O	0
O=C(c1cccc(N2CCCCS2(=O)=O)c1)N1CCCCC1c1nc2ccccc2[nH]1 (centres undefined)	0
CC[C@H](Cn1nc(-c2ccc(F)c(F)c2)ccc1=O)NC(=O)Cc1nonc1C	-11
Cc1nn(CC(=O)NCC(C)c2ccccc2)c(=O)c2cc3sccc3n12 (centres undefined)	-43
